# TrxR1 substrate – rat thioredoxin reductase 1 substrate activity; Potency, µM (highest dose often 114 µM), inactives show top-dose activity change, negative = substrate turnover; purified TrxR1 substrate turnover, NADPH consumption readout; O89049; 390,000 tested, 0.01% active; further: potency means the concentration at half of the fitted maximal effect; on the % scale 0 is the no-effect control and ±100 the full control effect; nearly all actives have a fitted effect of over 50% in size
#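 Rat TrxR1, dispensed at 90 nM, was prereduced with 400 uM NADPH (final) for 5 min at ~22 deg C, then incubated with compound 15 min before 400 uM selenite. A first-read NADPH fluorescence drop versus no-compound background flagged substrates.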
# D2 antag – D2 dopamine receptor (human) antagonism | P14416 | HEK293 TREx D2 cells, calcium flux, dopamine EC80 | inhibition, % at 10 µM | 340,000 tested, 2% active | AID 485344; in the data active means inhibition above about 30%; further: 0% is about no effect
# Target sequence (P14416 whole entry, looked up): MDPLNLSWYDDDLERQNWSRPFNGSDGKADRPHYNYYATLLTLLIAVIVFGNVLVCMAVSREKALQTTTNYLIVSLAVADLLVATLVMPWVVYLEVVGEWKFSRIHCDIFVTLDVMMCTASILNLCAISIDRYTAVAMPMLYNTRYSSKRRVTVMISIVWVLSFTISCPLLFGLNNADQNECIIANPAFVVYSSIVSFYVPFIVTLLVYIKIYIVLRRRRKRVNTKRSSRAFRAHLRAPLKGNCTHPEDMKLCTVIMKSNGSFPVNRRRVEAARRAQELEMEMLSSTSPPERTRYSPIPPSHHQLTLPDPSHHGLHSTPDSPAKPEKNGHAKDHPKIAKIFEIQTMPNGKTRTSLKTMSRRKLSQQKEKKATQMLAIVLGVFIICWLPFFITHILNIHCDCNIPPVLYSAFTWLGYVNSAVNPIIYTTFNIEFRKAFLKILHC
#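 Tetracycline-induced HEK293 TREx cells expressing D2 receptor forced-coupled to calcium signalling, loaded with no-wash calcium dye. Compounds added and calcium flux read 180 s, then dopamine added at EC80 and read a further 180 s.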
# TRHR PAM – TRH receptor (human) allosteric enhancement | TRHR cells, fluo-8 calcium fluorescence, EC20 TRH enhancement | enhancement, % at 2 µM | 360,000 tested, 0.66% active | AID 493056; in the data active means enhancement above about 30%; further: 0% is about no effect
#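 Enhancer read-out: after compound pinning and an initial kinetic agonist-mode read, an EC20 of TRH (10 nM final) was injected and fluo-8 calcium signal (Ex 480/Em 530) followed at 1 s/cycle for 100 cycles in TRHR-expressing cells.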
# IDH1 R132H inh – blocks human mutant IDH1 R132H enzyme | O75874 | IDH1-R132H enzyme, NADPH consumption, diaphorase/resazurin fluorescence | Potency, µM (titrated, usually from 76.6 µM), without a hit: at the highest dose activity change, negative = inhibition, actives largely listed as inhibitors | 390,000 tested, 0.093% active; further: potency means the concentration at half of the fitted maximal effect; on the % scale 0 is the no-effect control and ±100 the full control effect; nearly all actives have a fitted effect of over 65% in size
# Target sequence (O75874 whole entry R132H, stated change not applied): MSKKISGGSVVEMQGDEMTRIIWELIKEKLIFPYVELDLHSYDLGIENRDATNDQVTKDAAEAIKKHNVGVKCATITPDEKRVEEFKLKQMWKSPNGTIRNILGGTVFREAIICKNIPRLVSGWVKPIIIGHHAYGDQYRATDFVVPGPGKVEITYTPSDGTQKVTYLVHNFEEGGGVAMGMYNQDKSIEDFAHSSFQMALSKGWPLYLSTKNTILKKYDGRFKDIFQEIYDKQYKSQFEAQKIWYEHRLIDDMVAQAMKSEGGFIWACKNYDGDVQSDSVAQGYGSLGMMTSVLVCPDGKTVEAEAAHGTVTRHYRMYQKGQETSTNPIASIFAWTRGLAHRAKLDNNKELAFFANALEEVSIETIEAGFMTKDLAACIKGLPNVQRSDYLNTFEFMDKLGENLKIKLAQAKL
#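 IDH1-R132H (0.5 ug/mL) preincubated 30 min with compound, then NADPH (0.016 mM) and alpha-KG (2 mM) added; 80 min at RT, pH 7.5. Remaining NADPH coupled via diaphorase/resazurin to fluorescence (540/590 nm); concentration-response curves normalized to no-enzyme control.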
# Pin1 inhibitor – human Pin1 inhibition. Pin1 FP peptide displacement, HiFluor488, 10 min. AID 504891. 390,000 tested, 0.009% active. Q13526. Potency, µM (titrated, usually from 115 µM), for the others: top-dose activity, negative = inhibition, most hits filed as inhibitors; active means well fitted inhibition curve with a large enough effect in the polarisation, with a control signal flat, not every such curve was filed as active; inconclusive means small, poorly fitted or top-dose-only effect, or effect the other way, or a change in a side signal; inactive means no such curve, though single readings can be large or run the other way; the % refers to the polarisation; further: potency means the concentration at half of the fitted maximal effect; on the % scale 0 is the no-effect control and ±100 the full control effect
# Target sequence (Q13526 whole entry, looked up): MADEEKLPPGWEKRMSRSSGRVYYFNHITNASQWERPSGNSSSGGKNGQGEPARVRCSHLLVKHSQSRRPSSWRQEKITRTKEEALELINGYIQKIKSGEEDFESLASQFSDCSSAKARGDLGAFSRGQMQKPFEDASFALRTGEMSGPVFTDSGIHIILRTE
# D2 agonist – agonists of human D2 dopamine receptor. HEK293 T-REx D2 cells, calcium flux agonist mode. 340,000 tested, 0.53% active. P14416. activation, % at 2 µM;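 active means activation over 3 SD above normal in the single-dose calcium agonist read, cut at about 30% in these data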; further: 0% is about no effect
#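 HEK293 Trex D2 cells, tetracycline-induced, o/n 30 C 5% CO2; no-wash Ca dye, RT 30–90 min; 10-cycle baseline, 23 nl cpd added, kinetic Ca read 180 s; agonist hits = positive Ca response.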
# USP1 inh – USP1/UAF1 (human) deubiquitinase inhibition; O94782; recombinant USP1/UAF1, Ub-Rhodamine cleavage fluorescence; Potency, µM (top dose mostly 57.1 µM), for inactives: top-dose activity change, negative = inhibition, most hits filed as inhibitors; 390,000 tested, 0.23% active; AID 743255; further: potency means the concentration at half of the fitted maximal effect; on the % scale 0 is the no-effect control and ±100 the full control effect; nearly all actives have a fitted effect of over 60% in size; inactives centre near -12
#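 High-throughput fluorogenic screen: 1nM USP1/UAF1 complex, Ub-Rho substrate 150nM final, 50mM HEPES pH 7.8 with 0.5mM EDTA, 0.1 mg/ml BSA, 1mM TCEP and 0.01% Tween-20.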
# TRHR agonist – agonists of human TRH receptor; 360,000 tested, 0.18% active; TRHR cells, calcium flux fluo-8, FDSS agonist mode; activation, % at 2 µM; AID 493084; in the data active means activation above about 30%; further: 0% is about no effect
#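 Steps: seed TRHR cells overnight; add fluo-8 no-wash Ca dye, RT 30 min–1.5 h; record 10 s baseline; pin-transfer compounds; monitor fluorescence 1 cycle/s for the agonist window. Calcium increases flag candidate agonists.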
# TrxR1 inh – inhibitors of rat thioredoxin reductase 1 | O89049 | recombinant rTrxR1, NADPH fluorescence consumption, selenite substrate | Potency, µM (series often up to 114 µM), without a hit: at the top dose activity change, negative = inhibition, usual class: inhibitors | 390,000 tested, 1% active | AID 588453; further: potency means the concentration at half of the fitted maximal effect; on the % scale 0 is the no-effect control and ±100 the full control effect; nearly all actives have a fitted effect of over 65% in size
#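 Rat TrxR1 (90 nM in the dispensed reagent) was pre-reduced with 400 uM NADPH for 5 min at room temperature, then incubated with compound for 15 min. After 400 uM selenite was added, NADPH fluorescence (Ex 340/Em 450 nm) was followed for 8 min.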
# An asterisk follows results filed as active; ? = inconclusive; · = no result given; & = joins results of further samples; [ ] = another dose, or the depositor's remark. Unless noted, the call rests on the fitted dose curve; in most records, active means well fitted inhibition curve with a large enough effect; inconclusive means small, poorly fitted or top-dose-only effect; inactive means no such curve, though single readings can be large or run the other way. Not all compounds are listed; rates above refer to the full screens.
1: COc1ccc(/C=C/C(=O)c2c(O)cc(C)oc2=O)c(OC)c1
2: CCn1cc(CNc2nc3nonc3nc2N2CCCCC2)cn1
3: Cc1cccc(N2C(=O)CC(c3ccc(F)cc3)C3=C2COC3=O)c1 (configuration not stated)
4: CCOC(=O)N1CCN(C(=O)N2CCOCC2)CC1
5: O=C(NCCN1C(=O)S/C(=C\c2ccc(Cl)c(Cl)c2)C1=O)c1cnccn1
6: CCN(CC(=O)Nc1ccc(OC)cc1)C(=O)c1ccc(=O)n(Cc2ccccc2)n1
7: COc1cc(-c2cc(C(=O)Nc3ccc(S(N)(=O)=O)cc3)c3ccccc3n2)cc(OC)c1OC
8: COc1ccc(C(=O)NCCCOC(C)C)cc1OC1CCN(C(C)=O)CC1

assay / entry | 1 | 2 | 3 | 4 | 5 | 6 | 7 | 8
TrxR1 inh | 5%[57.1 µM] | 5% | 4% | -9% | 12% | 1% | -1% | 17%[11.4 µM]
TrxR1 substrate | -25%[57.1 µM] | -9% | 1% | -2% | 10% | -7% | -8% | 17%[2.29 µM]
Pin1 inhibitor | ? | -2% | 4%&1% | 7% | ? | -4% | 25% | 3%
IDH1 R132H inh | 0% | -9% | -2%&3% | 7% | -1% | 0% | ? | 1%
D2 agonist | · | -1.3 | 0.7&0.9 | 0.6 | 1.8 | 0.1 | -0.6 | 0.3
D2 antag | · | 3 | -1 | -7 | 10 | 7 | 12 | 0
TRHR agonist | 20 | 1.5 | 0.5&1.3 | 0.3 | 0.7 | -0.1 | -0.7 | 0.3
USP1 inh | -24% | -5% | -3%&-16% | -6% | -14% | -12% | -17% | -12%
TRHR PAM | -5 | 4 | -3&-11 | -1 | -3 | -2 | -6 | -5

9: O=C(CC1CS(=O)(=O)CC1CC(=O)Oc1ccccc1F)Oc1ccccc1F (configuration not stated)
10: CC(=O)Nc1sc2c(c1C#N)CCC2
11: O=C(CCn1c(=S)oc2ccccc21)N1CCN(c2ccc(F)cc2)CC1
12: CC1=CC(C)C2(CO)COC(c3ccccc3O)C1C2C (configuration not stated)
13: COc1ccc(C)cc1NC(=S)NNC(=O)c1c(Br)cnn1C
14: O=C(O)CCCN1C(=O)/C(=C/c2ccncc2)SC1=S
15: CCOc1ccc(CCNC(=O)Cn2nnc(-c3ccc(OC)c(OC)c3)n2)cc1OCC
16: COc1cc2c(=O)n(Cc3ccccc3)c(=O)n(CC(=O)NCc3ccco3)c2cc1OC

assay / entry | 9 | 10 | 11 | 12 | 13 | 14 | 15 | 16
TrxR1 inh | 3% | 5% | -7% | -13% | ? | -16% | 13%[11.4 µM] | 8%
TrxR1 substrate | 5%[57.1 µM] | 1% | -5% | -12% | -5% | -15% | -4% | 12%[57.1 µM]
Pin1 inhibitor | 4% | -3% | 1% | -7% | -2% | 0% | 4% | 3%
IDH1 R132H inh | 9% | 0% | 0% | 6% | 9% | 7% | 5% | 2%
D2 agonist | 11 | 0.9 | 0.6 | -0.4 | 0.0 | 0.1 | 1.8 | 0.6
D2 antag | 10 | 14 | -1 | -1 | -9 | 2 | · | 9
TRHR agonist | 0.3 | 0.5 | 0.4 | 0.7 | -0.2 | 0.6 | -1.5 | 0.4
USP1 inh | -3% | -20% | -21% | -10% | -17% | -11% | -24% | -2%
TRHR PAM | 3 | 0 | -3 | 15 | 5 | 6 | -4 | 8

17: Cc1cc(S(=O)(=O)NC2CC(C)(C)NC(C)(C)C2)c(Cl)cc1Cl
18: Cc1ccccc1NS(=O)(=O)c1cc(OCC(N)=O)c(C)cc1Cl
19: O=[N+]([O-])c1cccnc1N1CCOCC1
20: CCOC(=O)C1(CC2CCCCO2)CCN(Cc2nc(C(C)C)cs2)CC1 (configuration not stated)
21: Cc1ccc(NC(=O)COc2cccc(C)c2C)cc1S(=O)(=O)N1CCCCCC1
22: Cc1cc(=O)oc(C)c1C(=O)Nc1ccc(F)cc1
23: O=C(Cn1cnc2ccccc2c1=O)N1CCN(Cc2ccccc2)CC1
24: CC(=O)Nc1ccc(N(C(=O)c2ccco2)C(C(=O)NC2CCCC2)c2cccs2)cc1 (configuration not stated)

assay / entry | 17 | 18 | 19 | 20 | 21 | 22 | 23 | 24
TrxR1 inh | 13%[57.1 µM] | -4% | -15% | -19% | 16%[57.1 µM] | 38%[activator] | -62% | 7%[57.1 µM]
TrxR1 substrate | -5% | -12% | -2% | -9% | -6%[57.1 µM] | 10% | 10%[57.1 µM] | 8%[57.1 µM]
Pin1 inhibitor | ? | -5% | -6% | 1% | 13% | 0% | -11% | 0%
IDH1 R132H inh | 2% | 16% | -2% | 0% | 17% | -7% | 4% | -1%
D2 agonist | -2.0 | 0.8 | 0.8 | 0.3 | 0.1 | -1.7 | 0.9 | -0.4
D2 antag | 1 | 1 | -5 | 0 | -5 | -2 | 6 | -10
TRHR agonist | 0.9 | -0.3 | 0.2 | -0.4 | 0.6 | 0.6 | 0.6 | 0.4
USP1 inh | -12% | -13% | -4% | -7% | -21% | -11% | 2% | -9%
TRHR PAM | 5 | 3 | 4 | 3 | -8 | 9 | -3 | -6

25: CCN(CC)S(=O)(=O)c1cccc(C(=O)NC(C(=O)NC2=NCCS2)C(C)C)c1 (configuration not stated)
26: Cc1ccc2c(c1)cc1c(=O)n(CC(=O)NCc3ccco3)nc(C)n12
27: CC(C)CCNC(=O)c1csc2c1CCCCC2
28: CCOc1ccc(-n2c(=S)sc3c(=O)[nH]c(SCC(=O)NCC4CCCO4)nc32)cc1 (configuration not stated)
29: Cc1ccc(NC(=O)NC2CC(=O)N(c3ccc4c(c3)OCCO4)C2)c(C)c1 (configuration not stated)
30: O=C(NC1CCN(S(=O)(=O)c2ccc(F)cc2)CC1)c1cccc(F)c1
31: C=CCn1c(=O)c2c(nc3n2CC(C)CN3CCc2ccccc2)n(C)c1=O (configuration not stated)
32: CCN(CC)c1ccc(NC(=O)CSc2nc3nc(C)cc(C)c3c(=O)[nH]2)cc1

assay / entry | 25 | 26 | 27 | 28 | 29 | 30 | 31 | 32
TrxR1 inh | 13%[57.1 µM] | 29% | 7%[57.1 µM] | -13% | 5%[57.1 µM] | 21% | 18% | 3%
TrxR1 substrate | -12% | 6% | 5%[57.1 µM] | -12% | 2%[57.1 µM] | 4% | 1% | 0%
Pin1 inhibitor | -2% | 0% | 0% | -8% | -3% | 1% | -1% | -4%
IDH1 R132H inh | -5% | 26% | 2% | 2% | -6% | -1% | -1% | 4%
D2 agonist | -0.1 | -0.2 | -0.7 | -2.6 | 0.2 | 0.6 | -0.8 | 0.3
D2 antag | -3 | · | -10 | 2 | 14 | 20 | -17 | -5
TRHR agonist | -0.4 | -0.4 | -4.8 | 0.6 | -0.4 | -0.5 | -0.4 | -0.3
USP1 inh | 0% | ? | -1% | -13% | -19% | -19% | -21% | -10%
TRHR PAM | -3 | 22 | -1 | -3 | 1 | -3 | 9 | 15

# Single records, from the list above. Values in the order: TrxR1 inh | TrxR1 substrate | Pin1 inhibitor | IDH1 R132H inh | D2 agonist | D2 antag | TRHR agonist | USP1 inh | TRHR PAM
# `CCN(CC)c1ccc(NC(=O)CSc2nc3nc(C)cc(C)c3c(=O)[nH]2)cc1` in the list: 3% | 0% | -4% | 4% | 0.3 | -5 | -0.3 | -10% | 15
# `Cc1ccc2c(c1)cc1c(=O)n(CC(=O)NCc3ccco3)nc(C)n12` in the list: 29% | 6% | 0% | 26% | -0.2 | · | -0.4 | ? | 22
# `CCOc1ccc(-n2c(=S)sc3c(=O)[nH]c(SCC(=O)NCC4CCCO4)nc32)cc1` (configuration not stated) in the list: -13% | -12% | -8% | 2% | -2.6 | 2 | 0.6 | -13% | -3
# `CCN(CC)S(=O)(=O)c1cccc(C(=O)NC(C(=O)NC2=NCCS2)C(C)C)c1` (configuration not stated) in the list: 13%[57.1 µM] | -12% | -2% | -5% | -0.1 | -3 | -0.4 | 0% | -3
# `CC(C)CCNC(=O)c1csc2c1CCCCC2` in the list: 7%[57.1 µM] | 5%[57.1 µM] | 0% | 2% | -0.7 | -10 | -4.8 | -1% | -1

# (more compounds)
33: O=C(O)C(=Cc1ccccc1)Cc1ccccc1
34: CC(=O)C[C@H](O)CC(=O)[C@H]1OC(=O)[C@@H](C)C/C=C\Cc2ccccc21
35: Cc1cc(C)cc(NC(=O)CSc2nc3ccccc3nc2N2CCCCC2)c1
36: CCC(=O)Nc1cc(-c2nn(CC(=O)N3CCCCC3)c(=O)c3ccccc23)ccc1N1CCOCC1
37: O=C(O)Cn1c(-c2ccccc2)cc2ccccc21
38: Cc1noc(C)c1S(=O)(=O)N1CCC(Cc2ccccc2)CC1
39: COc1ccc(-c2nc3sc(CCNC(=O)Cc4ccc(F)cc4)c(C)n3n2)cc1
40: Cc1ccc(N=Cc2nc(-c3ccc(C)cc3)oc2O)cc1
41: O=C(c1ccc(F)cc1)N1CCN(C2=NS(=O)(=O)c3ccccc32)CC1

assay / entry | 33 | 34 | 35 | 36 | 37 | 38 | 39 | 40 | 41
TrxR1 inh | -4%[2.29 µM] | -1% | 17%[57.1 µM] | 8% | 43%[activator] | 10%[57.1 µM] | 4%[57.1 µM] | 4% | 12%
TrxR1 substrate | -5%[2.29 µM] | 9% | -1%[57.1 µM] | -7% | 88%[activator] | -2% | -3%[57.1 µM] | -8% | 4%[57.1 µM]
Pin1 inhibitor | ? | -7% | 41%[activator] | 0% | -1% | 1% | -1% | 9% | 4%
IDH1 R132H inh | 6% | 5% | 2% | -4% | -6% | 5% | 15% | 2% | -1%
D2 agonist | · | · | 0.1 | 0.9 | -0.6 | · | -5.0 | -0.5 | 1.5
D2 antag | · | · | 22 | 7 | -5 | · | · | 0 | -12
TRHR agonist | · | · | 0.9 | 0.4 | 0.8 | 0.1 | -0.2 | -1.0 | 0.6
USP1 inh | 1% | -20% | -9% | -2% | -18% | -17% | -1% | 2% | -4%
TRHR PAM | · | · | 0 | 3 | 3 | 2 | 1 | -16 | -5
